Source: PubChem (National Center for Advancing Translational Sciences (NCATS))
Vif-A3F inh – Vif-A3F binding inhibition; HeLa A3F-eYFP + Vif (tagged APOBEC3F with the HIV-1 protein that degrades it), YFP fluorescence increase; Potency, µM (series often up to 46.1 µM), for inactives: top-dose activity, negative = active; 390,000 compounds, 0.2% hits; AID 602313; note: potency is the fitted concentration of half-maximal effect; % of control where 0% means no effect; nearly all actives have a fitted effect of over 65% in size
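HeLa cells stably expressing Vif plus C-terminally eYFP-tagged A3F were seeded, incubated overnight at 37 deg C, dosed with compound, incubated overnight again at 37 deg C. Yellow fluorescence (Ex 488/Em 500-530) reported blocked Vif-mediated A3F-eYFP degradation.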
RXFP1 ag – agonists of human relaxin receptor RXFP1 | Q9HBX9 | HEK293T-RXFP1 cAMP TR-FRET, 30 min; response scale: percent of porcine relaxin response, buffer zero | Potency, µM (doses to about 57.5 µM), for inactives: at the highest dose activation, usual class: activators | 370,000 compounds, 0.3% hits | AID 2676; note: potency is the fitted concentration of half-maximal effect; % is set by controls: 0 for no effect and ±100 for the full control effect; nearly all actives have a fitted effect of over 60% in size; many of its hits are not listed in these tables
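HEK293T cells stably expressing RXFP1 were pretreated with the PDE4 inhibitor Ro 20174, exposed to compounds for 30 min at 37C, lysed, and cAMP was read by TR-FRET. Data normalized to buffer (basal) and 29 nM porcine relaxin (100%).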
Glioma ERSR ind – inducers of ER stress response in human glioma cells | U87-MG GRP78 promoter luciferase reporter, 16 h | Potency, µM, inactives show at the highest dose activation, most hits filed as activators | 420,000 compounds, 0.02% hits; note: potency is the fitted concentration of half-maximal effect; series mostly up to about 76 µM; % of control where 0% means no effect; nearly all actives have a fitted effect of over 35% in size
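ERSR induction read as luciferase luminescence (Bright-Glo, 10 min at room temperature) in stably transfected human U87-MG glioma cells exposed to compounds for 16 h, using GRP78 as sensor.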
Vif-APOBEC3G blk – Vif-A3G binding inhibition. Q9HC16. HeLa A3G-eYFP + Vif (tagged APOBEC3G with the HIV-1 protein that degrades it), YFP fluorescence, overnight. Potency, µM (doses to about 46.1 µM), for the others: at the top dose activity, negative = active, usual class: inhibitors. 410,000 compounds, 0.076% hits. AID 602310;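 note: potency is the fitted concentration of half-maximal effect; % is set by controls: 0 for no effect and ±100 for the full control effect; nearly all actives have a fitted effect of over 60% in size; hits raise eYFP signal because A3G escapes Vif-driven loss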
Target sequence (Q9HC16 whole entry, looked up): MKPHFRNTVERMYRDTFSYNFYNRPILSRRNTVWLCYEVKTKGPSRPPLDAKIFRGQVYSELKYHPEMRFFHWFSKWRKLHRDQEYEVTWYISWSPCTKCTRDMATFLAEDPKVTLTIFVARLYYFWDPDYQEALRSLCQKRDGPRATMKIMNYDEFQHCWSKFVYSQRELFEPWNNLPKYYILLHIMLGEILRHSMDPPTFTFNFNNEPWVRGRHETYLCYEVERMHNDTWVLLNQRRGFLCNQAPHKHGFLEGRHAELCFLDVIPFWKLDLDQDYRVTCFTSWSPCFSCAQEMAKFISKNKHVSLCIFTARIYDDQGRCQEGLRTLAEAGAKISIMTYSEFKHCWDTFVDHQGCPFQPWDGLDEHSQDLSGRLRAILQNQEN
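HeLa cells stably expressing Vif and C-terminally eYFP-tagged A3G, seeded overnight at 37 deg C, then exposed to compound by pintool overnight at 37 deg C. Rise in yellow fluorescence (Ex 488/Em 500-530, Acumen) marks blocked Vif-driven A3G degradation.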
USP1-UAF1 inh – inhibitors of human USP1/UAF1 deubiquitinase | Potency, µM (series often up to 57.1 µM), inactives show top-dose activity change, negative = inhibition, actives largely listed as inhibitors | AID 743255 | O94782 | recombinant USP1/UAF1, Ub-Rhodamine cleavage fluorescence | 390,000 compounds, 0.23% hits; note: potency is the fitted concentration of half-maximal effect; % is set by controls: 0 for no effect and ±100 for the full control effect; nearly all actives have a fitted effect of over 60% in size; inactives centre near -12
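USP1/UAF1 complex (1 nM) preincubated 15 min at room temperature with compound, then Ub-Rho substrate (150 nM final) added. Kinetic fluorescence at 480/540 nm over 6 reads at 60 s intervals; 50 mM HEPES pH 7.8, 0.5 mM EDTA, 0.1 mg/ml BSA, 1 mM TCEP, 0.01% Tween-20.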
TrxR1 substrate – is turned over as a substrate by rat TrxR1. O89049. Potency, µM (doses to about 114 µM), for the others: top-dose activity change, negative = substrate turnover. purified TrxR1 substrate turnover, NADPH consumption readout. AID 588456. 390,000 compounds, 0.01% hits; note: potency is the fitted concentration of half-maximal effect; % is set by controls: 0 for no effect and ±100 for the full control effect; nearly all actives have a fitted effect of over 50% in size
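Rat TrxR1, dispensed at 90 nM, was prereduced with 400 uM NADPH (final) for 5 min at ~22 deg C, then incubated with compound 15 min before 400 uM selenite. A first-read NADPH fluorescence drop versus no-compound background flagged substrates.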
mIDH1 inhibitor – blocks human mutant IDH1 R132H enzyme. O75874. IDH1-R132H enzyme, NADPH consumption, diaphorase/resazurin fluorescence. Potency, µM (doses to about 76.6 µM), without a hit: at the highest dose activity change, negative = inhibition, most hits filed as inhibitors. 390,000 compounds, 0.093% hits; note: potency is the fitted concentration of half-maximal effect; % is set by controls: 0 for no effect and ±100 for the full control effect; nearly all actives have a fitted effect of over 65% in size
Target sequence (O75874 whole entry R132H, stated change not applied): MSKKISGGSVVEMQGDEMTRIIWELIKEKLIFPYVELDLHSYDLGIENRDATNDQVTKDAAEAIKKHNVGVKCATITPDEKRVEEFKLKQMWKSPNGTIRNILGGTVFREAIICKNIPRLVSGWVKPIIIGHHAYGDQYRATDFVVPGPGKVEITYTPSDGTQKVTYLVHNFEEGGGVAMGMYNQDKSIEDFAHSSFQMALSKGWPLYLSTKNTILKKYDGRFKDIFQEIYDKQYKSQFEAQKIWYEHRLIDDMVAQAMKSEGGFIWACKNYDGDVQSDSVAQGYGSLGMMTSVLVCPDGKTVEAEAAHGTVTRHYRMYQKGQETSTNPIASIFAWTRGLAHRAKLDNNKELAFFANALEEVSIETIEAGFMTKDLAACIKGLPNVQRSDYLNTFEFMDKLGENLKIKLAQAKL
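IDH1-R132H (0.5 ug/mL) preincubated 30 min with compound, then NADPH (0.016 mM) and alpha-KG (2 mM) added; 80 min at RT, pH 7.5. Remaining NADPH coupled via diaphorase/resazurin to fluorescence (540/590 nm); concentration-response curves normalized to no-enzyme control.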
LDHA inh – LDHA (human) enzyme inhibition | P00338 | purified LDHA, NADH/diaphorase-resazurin fluorescence; active compounds read low | activity change, % (values are at about 110 or 230 µM) | 480,000 compounds, 0.15% hits; in the data active = activity change below about -30%; inconclusive = mostly about -25% to -30%;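 note: plate controls were DMSO wells for no effect and wells without enzyme for full effect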
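Remaining NADH was detected by diaphorase (0.133 mg/mL) converting 37 µM resazurin to fluorescent resorufin, read at 0 and 20 minutes. The preceding 5-minute room-temperature reaction used 2 nM LDHA, 0.2 mM sodium pyruvate and 0.06 mM NADH at pH 7.4.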
PI4K2A inh – blocks human PI4K2A kinase activity | Q9BTU6 | purified PI4K2A, ADP-Glo luminescence, 1 h; active compounds read low | activity change, negative = inhibition, % at 76.9 µM | 420,000 compounds, 0.13% hits | AID 1346378; in the data active = activity change below about -50%; inconclusive = mostly about -30% to -49%;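 note: -100% = wells without enzyme as full effect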
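Compounds are screened against recombinant PI4K2A using PI as substrate and ATP, the latter dispensed at 300 microM. Reactions run one hour at ambient temperature before ADP-Glo detection; full inhibition defined by wells lacking enzyme.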
* = called active by the depositor; ? = inconclusive; · = not tested or not shown; & = joins results of further samples; [ ] = remark or other dose. Unless noted, calls come from the whole dose curve; as a rule, active = well fitted curve in the direction sought with a large enough effect; inconclusive = small, poorly fitted or top-dose-only effect, or another doubt; inactive = no such curve, though single readings can be large; an effect the other way counts as inactive or inconclusive.

SMILES	Vif-A3F inh	RXFP1 ag	Glioma ERSR ind	Vif-APOBEC3G blk	USP1-UAF1 inh	TrxR1 substrate	mIDH1 inhibitor	LDHA inh	PI4K2A inh
Cc1cccc(OCC(=O)Nc2nnc(S(=O)(=O)N3CCC(C)CC3)s2)c1	5%	5.9%	-4%	3%	-22%	9%[57.1 µM]	-5%	-9	-2
N#C/C(C(=O)N1CCCC1)=C1/N=C(N)c2ccccc21	6%	0.8%	-2%	3%	-6%	-14%	4%	-9	4
COc1cccc(N2C(=O)CC(NNC(=O)c3cccs3)C2=O)c1 (centres undefined)	1%	5.0%	-4%	6%	-18%	-20%[57.1 µM]	4%	-6	2
Cc1ccc(N(CC(=O)NC2CCCCC2)C(=O)Cn2nnc(-c3ccc(C)o3)n2)cc1	?	1.5%	-2%	1%	-20%	11%[57.1 µM]	-2%	-3	5
NC1=NC(=O)/C(=C\c2cc([N+](=O)[O-])ccc2Cl)S1	-8%	-0.1%	-3%	3%	-3%	2%	-2%	-10	-8
C=CCN=C1N[C@@H](c2cccc(C(F)(F)F)c2)C(C(=O)OC)=C(C)N1CC	8%	2.2%&0.7%	-6%	5%	-15%	3%	5%	-1	-2
Cc1csc(NC(=O)c2ccncc2)n1	-6%	2.3%	-1%	2%	-11%	0%	-6%	-2	0
CC(C)CCNC(=O)Cn1c(SCc2cccc(F)c2)nc2ccncc21	·	·	1%	-3%	·	5%[0.0914 µM]	·	-7	·
Cc1cccc(C)c1NC(=O)CN(C)C(=O)CSC(=S)N1CCCC1	2%	-0.7%	2%	0%	-13%	4%	7%	3	1
C[N+]1(CCCCCCC(=O)/C=N/O)CCCCCC1	-11%	6.4%	0%	-1%	-11%	68%[activator]	-3%	-8	5
CC(=O)C1=C(O)C(=O)N(Cc2ccccc2)C1c1ccc(F)cc1 (centres undefined)	1%	24%	-5%	0%	-22%	-9%	0%	0	-2
CCOc1cc(C2C(C#N)=C(N)Oc3n[nH]c(-c4ccccc4)c32)ccc1O (centres undefined)	8%	0.7%	-2%	-2%	-9%	9%[57.1 µM]	?	-3&6	-5
O=C(O)c1cccnc1SCc1cn2cc(Br)ccc2n1	-9%	?	0%	-1%	-13%	5%[57.1 µM]	-5%	-5	-5
COc1ccc(NC(=O)c2cc(-c3ccccn3)nc3ccccc23)cc1S(=O)(=O)N(C)C	1%	-0.7%	1%	-9%	-13%	-5%	0%	-8	-4
CC1CCCCN1C(=O)CN(C)S(=O)(=O)c1cccc2nsnc12 (centres undefined)	8%	-1.2%	-3%	10%	-10%	-3%	0%	-4	0
Cc1cccnc1NC(=S)Nc1ccc(Cl)c(Cl)c1	2%	3.8%	-4%	-4%	-17%	10%[57.1 µM]	0%	1	-1
Cc1ccc(NC(=O)CCN2CCC(C)CC2)cc1	-12%	0.5%	-1%	-10%	-15%	5%	-1%	0	0
CC(C)(C)c1n[nH]c2c1CCCC2	5%	2.3%	-4%	-10%	-4%	4%[57.1 µM]	-2%	-4	1
CCNc1ncnc2c1cnn2C1CCCO1 (centres undefined)	-9%	·	-1%	2%	-11%	-4%[57.1 µM]	3%	-9	2
NC(=O)C1CCN(C(=O)CCc2nc3ccccc3c(=O)[nH]2)CC1	0%	4.0%	-3%	3%	-10%	7%	-1%	-9	6
Cc1ccc(-c2nc(SC(C)C(=O)c3c(N)n(C)c(=O)n(C)c3=O)n[nH]2)cc1 (centres undefined)	-5%	0.4%	-8%	0%	-12%	8%[11.4 µM]	3%	-1	-2
COc1ccc(C2CC(=O)c3cc(-c4nc(-c5cccc([N+](=O)[O-])c5)cs4)c(=O)n(-c4ccc(C)c(C)c4)c3C2)cc1 (centres undefined)	2%	-0.2%	-4%	3%	11%	9%	9%	4	3
O=C(Nc1cccnc1)c1cccc(S(=O)(=O)N2CCCC2)c1	-1%	0.4%	-1%	6%	-12%	-6%	12%	-2	-4
Cc1ccc(S(=O)(=O)NC(CC(=O)N2CCOCC2)c2ccco2)cc1 (centres undefined)	-7%	1.6%	-7%	-1%	-20%	4%[57.1 µM]	5%	-4	-6
CCOC(=O)c1c(C)sc(-c2c(-c3cccc(Cl)c3)[nH]c3c2c(=O)n(C)c(=O)n3C)c1O	·	-0.9%	·	·	16µM*	-8%	·	2	5
Cc1ccc(/C=C(/NC(=O)c2ccccc2)C(=O)NC(Cc2c[nH]c3ccccc23)C(=O)O)cc1 (centres undefined)	-20%	-0.7%	-3%	2%	?	-3%	-4%	-6	-4
Cc1ccc(NC(=O)CSc2nccn2-c2ccccc2)cc1	-4%	2.0%	0%	-1%	3%	2%[57.1 µM]	10%	0	-3
CCOCCn1cnc2sc(C(=O)NCC(=O)OCC)c(C)c2c1=O	0%	3.4%	4%	-1%	-8%	-1%[57.1 µM]	-1%	-6	-8
CN(C(=O)c1ccc(NC(=O)Cc2cccc(NC(=O)C3CCN(C(=O)C4CCCC4)CC3)c2)cc1)C1CC1	1%	·	-1%	-4%	-18%	2%	2%[38.3 µM]	-8	-3
COc1ccc(OCCN2C(=O)NC3(CCc4ccccc4C3)C2=O)cc1 (centres undefined)	3%	0.5%	-5%	0%	-6%	-17%	-1%	1	-3
c1ccc2c(c1)CC1(CCCCC1)n1nnnc1-2	-20%	0.4%	-2%	0%	-2%	-4%	5%	3	4
CCOC(=O)c1c(NC(=O)C2(C)Cc3ccccc3C(=O)O2)sc2c1CCCC2 (centres undefined)	-17%	-0.7%	-4%	-5%	-11%	-7%	-4%	-1	-7
O=C(Nc1cccc(NC(=O)c2cc([N+](=O)[O-])ccc2Cl)n1)c1cc([N+](=O)[O-])ccc1Cl	-16%	·	?	?	-16%	-9%	-9%	-11	-6
CCC(C)(C)NC(=O)C(C(C)C)N(CC1CCCO1)C(=O)CNS(=O)(=O)c1ccc(F)cc1 (centres undefined)	1%	1.7%	-3%	-1%	-14%	8%[0.457 µM]	0%	-6	0
O=C(COC(=O)C1COc2ccccc2O1)c1ccccc1 (centres undefined)	-3%	·	5%	0%	-8%	·	1%	-10	0
Clc1ccc(CN2CCCCCC2)cc1Cl	0%	3.8%	-4%	1%	3%	-2%[57.1 µM]	5%	-11	-24
CCCCNC(=O)N(O)C1N(/N=C/c2cccnc2)C(=S)SC1(C)C (centres undefined)	5%	0.7%	-3%	-1%	-14%	-2%	9%	-2	-7
CC(C)(Oc1ccc(Cl)cc1)C(=O)NCc1ccncc1	-1%	0.3%	-2%	3%	-20%	-7%	4%	-4	1
CC(=O)Nc1ccc(NC(=O)Nc2ccc(C)c(C)c2)cc1	0%	1.1%	-4%	-1%	?	6%	5%	-8	0
CCN(CC)c1nc(N)c2c(N)nc(OC)cc2c1C#N	4%	·	-3%	3%	?	-26%	-8%	0	?

Some entries already given with just TrxR1 substrate:
compound,TrxR1 substrate
Cc1ccc(NC(=O)CSc2nccn2-c2ccccc2)cc1,2%[57.1 µM]
Cc1ccc(-c2nc(SC(C)C(=O)c3c(N)n(C)c(=O)n(C)c3=O)n[nH]2)cc1 (centres undefined),8%[11.4 µM]

Next section.
SMILES	Vif-A3F inh	RXFP1 ag	Glioma ERSR ind	Vif-APOBEC3G blk	USP1-UAF1 inh	TrxR1 substrate	mIDH1 inhibitor	LDHA inh	PI4K2A inh
CCN1CCN(C(=O)Cn2ncc3c([nH]c4ccc(C)cc43)c2=O)CC1	11%	0.5%	-3%	2%	-16%	28%	-3%	-4	-4
COc1cccc(NC(=O)c2oc3ccc(S(=O)(=O)N4CCOCC4)cc3c2C)c1	6%&1%	2.9%&0.7%	1%&0%	-7%&-15%	-2%&-21%	6%&1%[57.1 µM]	0%&12%	-9&-4	-1&1
NCCCC[C@H]1CNC(=O)C(=O)N1CCc1cccc2ccccc12	12%	0.3%	-2%	2%	-21%	9%[57.1 µM]	-4%	-4	-3
Cc1onc(-c2ccccc2)c1C(=O)NC(=S)Nc1sc2c(c1C#N)CCCC2	-6%	1.1%	-7%	-8%	-5%	-5%	5%	-2	19
Cc1ccc([N+](=O)[O-])c(NC(=O)COC(=O)C2CC3CCCC(C2)C3=O)c1C (centres undefined)	-7%	4.5%	-4%	1%	-7%	-4%	-7%	-3	0
Cc1cccc2cc(CN(C(=O)c3cccs3)c3ccccc3)c(=O)[nH]c12	-14%	1.0%	-4%	-1%	-12%	-6%	8%	2	1
CCN(CC)S(=O)(=O)c1ccc(/C=C/C(=O)OCC(=O)c2c(N)n(C)c(=O)n(C)c2=O)cc1	1%	15%	0%	1%	-6%	10%[57.1 µM]	2%	-8	-1
CC(C)(C)OC(=O)N1CCC(c2c(C(=O)N3CCN(c4ccccn4)CC3)cnn2-c2ccccc2)CC1	4%	1.1%	-3%	2%	-3%	1%	8%	0	2
NS(=O)(=O)c1cccc(NC(=O)Nc2ccccc2)c1	-6%	-2.2%	-2%	2%	-19%	12%[57.1 µM]	4%	-4	3
COc1ccc(-c2nc(CCNC(=O)c3ccc(Br)o3)cs2)cc1	1%&0%	-2.9%&0.3%	-5%&-3%	-4%&-9%	1%&-19%	0%&-1%[57.1 µM]	-2%&-5%	0&4	-2&2

Not all compounds are listed (hit frequency here may not be typical).
